USP1-UAF1 inh – inhibitors of human USP1/UAF1 deubiquitinase; O94782; recombinant USP1/UAF1, Ub-Rhodamine cleavage fluorescence; Potency, µM (top dose mostly 57.1 µM), for inactives: at the highest dose activity change, negative = inhibition, actives largely listed as inhibitors; actives 0.23% (n = 390,000); AID 743255; also: potency is read from the fitted curve at half-maximal effect; % is scaled to controls: 0 for no effect and ±100 for the full control effect; nearly all actives have a fitted effect of over 60% in size; inactives centre near -12
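USP1/UAF1 complex (1 nM) preincubated 15 min at room temperature with compound, then Ub-Rho substrate (150 nM final) added. Kinetic fluorescence at 480/540 nm over 6 reads at 60 s intervals; 50 mM HEPES pH 7.8, 0.5 mM EDTA, 0.1 mg/ml BSA, 1 mM TCEP, 0.01% Tween-20.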
Vif-A3G inh – inhibitors of Vif-APOBEC3G interaction; actives 0.076% (n = 410,000); HeLa A3G-eYFP + Vif (tagged APOBEC3G with the HIV-1 protein that degrades it), YFP fluorescence, overnight; AID 602310; Q9HC16; Potency, µM (titrated, usually from 46.1 µM), inactives show top-dose activity, negative = active, actives largely listed as inhibitors;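 also: potency is read from the fitted curve at half-maximal effect; % is scaled to controls: 0 for no effect and ±100 for the full control effect; nearly all actives have a fitted effect of over 60% in size; hits raise eYFP signal because A3G escapes Vif-driven loss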
Target sequence (Q9HC16 whole entry, looked up): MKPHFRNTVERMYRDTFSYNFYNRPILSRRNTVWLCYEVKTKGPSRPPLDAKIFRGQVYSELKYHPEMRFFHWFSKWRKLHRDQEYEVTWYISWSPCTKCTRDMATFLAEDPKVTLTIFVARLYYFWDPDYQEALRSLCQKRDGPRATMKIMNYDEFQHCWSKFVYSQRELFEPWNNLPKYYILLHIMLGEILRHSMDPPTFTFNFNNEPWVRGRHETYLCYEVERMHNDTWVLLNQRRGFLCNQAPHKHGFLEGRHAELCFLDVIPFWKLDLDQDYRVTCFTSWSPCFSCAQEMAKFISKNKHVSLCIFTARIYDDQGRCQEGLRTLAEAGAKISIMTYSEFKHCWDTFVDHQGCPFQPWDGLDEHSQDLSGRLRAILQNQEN
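Read-out is eYFP fluorescence (Ex 488/Em 500-530) from Vif-expressing HeLa A3G-eYFP cells; more signal means A3G escaped Vif-mediated degradation. Cells plated overnight, compound pinned in, incubated overnight at 37 deg C.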
RGS4 inhibitor – inhibitors of human regulator of G protein signaling 4; P49798; Transcreener GDP fluorescence polarization, RGS4-accelerated GTP hydrolysis; Potency, µM (top dose mostly 114 µM), inactives show top-dose activity change, negative = inhibition, actives largely listed as inhibitors; actives 0.039% (n = 390,000); AID 504845; also: potency is read from the fitted curve at half-maximal effect; % is scaled to controls: 0 for no effect and ±100 for the full control effect; nearly all actives have a fitted effect of over 75% in size; some results filed as inactive show a strong effect at the top dose
Target sequence (P49798 whole entry, looked up): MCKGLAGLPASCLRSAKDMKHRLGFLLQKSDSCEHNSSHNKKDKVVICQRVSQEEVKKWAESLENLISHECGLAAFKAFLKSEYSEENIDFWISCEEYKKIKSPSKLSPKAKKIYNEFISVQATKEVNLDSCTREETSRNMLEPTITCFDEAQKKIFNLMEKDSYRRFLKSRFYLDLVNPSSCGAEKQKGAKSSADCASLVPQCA
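MLSMR compounds (23 nl, pin-transferred) preincubated 10 min at room temperature with a 500nM (2x) first reagent, then RGS4 at 900nM (2x) plus Transcreener GDP mix added; fluorescence polarization (620/688 nm) read before and after 90 min at 30 °C.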
TrxR1 substrate – substrates of rat thioredoxin reductase 1. O89049. purified TrxR1 substrate turnover, NADPH consumption readout. Potency, µM (series often up to 114 µM), for inactives: at the top dose activity change, negative = substrate turnover. actives 0.01% (n = 390,000); also: potency is read from the fitted curve at half-maximal effect; % is scaled to controls: 0 for no effect and ±100 for the full control effect; nearly all actives have a fitted effect of over 50% in size
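Rat TrxR1, dispensed at 90 nM, was prereduced with 400 uM NADPH (final) for 5 min at ~22 deg C, then incubated with compound 15 min before 400 uM selenite. A first-read NADPH fluorescence drop versus no-compound background flagged substrates.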
GRP78 ERSR act – ER stress response induction in glioma. Potency, µM, without a hit: at the highest dose activation, most hits filed as activators. U87-MG GRP78 promoter luciferase reporter, 16 h. actives 0.02% (n = 420,000); also: potency is read from the fitted curve at half-maximal effect; series mostly up to about 76 µM; % of control where 0% means no effect; nearly all actives have a fitted effect of over 35% in size
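ERSR induction read as luciferase luminescence (Bright-Glo, 10 min at room temperature) in stably transfected human U87-MG glioma cells exposed to compounds for 16 h, using GRP78 as sensor.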
Vif-A3F inh – inhibitors of Vif-A3F interaction; HeLa A3F-eYFP + Vif (tagged APOBEC3F with the HIV-1 protein that degrades it), YFP fluorescence increase; Potency, µM (top dose mostly 46.1 µM), without a hit: at the highest dose activity, negative = active; actives 0.2% (n = 390,000); also: potency is read from the fitted curve at half-maximal effect; % of control where 0% means no effect; nearly all actives have a fitted effect of over 65% in size
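Fluorescence increase (Ex 488/Em 500-530) after overnight compound treatment at 37 deg C flags inhibition of Vif-driven A3F-eYFP loss in stable HeLa A3F-eYFP/Vif cells seeded overnight beforehand.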
rTrxR1 inhibitor – rat TrxR1 inhibition; O89049; recombinant rTrxR1, NADPH fluorescence consumption, selenite substrate; Potency, µM (doses to about 114 µM), without a hit: at the top dose activity change, negative = inhibition, hits mostly inhibitors; actives 1% (n = 390,000); AID 588453; also: potency is read from the fitted curve at half-maximal effect; % is scaled to controls: 0 for no effect and ±100 for the full control effect; nearly all actives have a fitted effect of over 65% in size
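Rat TrxR1 (90 nM in the dispensed reagent) was pre-reduced with 400 uM NADPH for 5 min at room temperature, then incubated with compound for 15 min. After 400 uM selenite was added, NADPH fluorescence (Ex 340/Em 450 nm) was followed for 8 min.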
mIDH1 inhibitor – blocks human mutant IDH1 R132H enzyme | IDH1-R132H enzyme, NADPH consumption, diaphorase/resazurin fluorescence | Potency, µM (doses to about 76.6 µM), for the others: at the highest dose activity change, negative = inhibition, actives largely listed as inhibitors | actives 0.093% (n = 390,000) | AID 602179; also: potency is read from the fitted curve at half-maximal effect; % is scaled to controls: 0 for no effect and ±100 for the full control effect; nearly all actives have a fitted effect of over 65% in size
Target sequence (O75874 whole entry R132H, stated change not applied): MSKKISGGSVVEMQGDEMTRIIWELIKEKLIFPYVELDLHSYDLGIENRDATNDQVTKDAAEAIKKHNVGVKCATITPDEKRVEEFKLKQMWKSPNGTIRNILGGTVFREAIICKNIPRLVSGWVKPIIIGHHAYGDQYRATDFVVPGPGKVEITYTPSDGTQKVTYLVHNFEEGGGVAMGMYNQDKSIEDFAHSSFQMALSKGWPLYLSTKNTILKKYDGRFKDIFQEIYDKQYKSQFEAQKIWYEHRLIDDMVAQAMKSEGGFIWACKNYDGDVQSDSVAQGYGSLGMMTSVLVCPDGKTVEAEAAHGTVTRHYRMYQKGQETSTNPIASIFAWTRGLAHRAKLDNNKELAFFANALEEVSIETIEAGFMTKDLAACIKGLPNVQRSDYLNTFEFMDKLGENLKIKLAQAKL
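IDH1-R132H (0.5 ug/mL) preincubated 30 min with compound, then NADPH (0.016 mM) and alpha-KG (2 mM) added; 80 min at RT, pH 7.5. Remaining NADPH coupled via diaphorase/resazurin to fluorescence (540/590 nm); concentration-response curves normalized to no-enzyme control.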
LDHA block – inhibitors of human lactate dehydrogenase A. purified LDHA, NADH/diaphorase-resazurin fluorescence; stronger effect = lower value. actives 0.15% (n = 480,000). P00338. activity change, % (values are at about 110 or 230 µM); in the data active = activity change below about -30%; inconclusive = mostly about -25% to -30%;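 also: plate controls were DMSO wells for no effect and wells without enzyme for full effect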
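Resorufin fluorescence (ex540/em590), read at 0 and 20 min after diaphorase/resazurin addition, reports the NADH left after a 5 min room-temperature reaction of 2 nM human LDH5 with 0.06 mM NADH and 0.2 mM pyruvate.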
* = called active by the depositor; ? = inconclusive; . = not tested or not shown; & = joins results of further samples; [ ] = dose if it differs, or a comment. Unless noted, calls follow the shape of the dose curve; as a rule, active = well fitted curve in the direction sought with a large enough effect; inconclusive = small, poorly fitted or top-dose-only effect, or another doubt; inactive = no such curve, though single readings can be large; an effect the other way counts as inactive or inconclusive. Only part of the results is shown; the hit share may differ from the screen's.

SMILES	USP1-UAF1 inh	Vif-A3G inh	RGS4 inhibitor	TrxR1 substrate	GRP78 ERSR act	Vif-A3F inh	rTrxR1 inhibitor	mIDH1 inhibitor	LDHA block
CC(C#Cc1ccc2c(c1)COc1c3ccccc3nn1-2)OC(C)(C)C (stereo unspecified)	-24%	2%	-16%	1%	2%	8%	7%	23%	0
CC1Sc2ccc(C(=O)NCc3ccccc3Cl)cc2NC1=O (stereo unspecified)	-7%	-3%	6%	0%	-1%	0%	8%	0%	-3
CCCN(CCO)Cc1ccc(F)c(Br)c1	-18%	-1%	4%	9%	-4%	0%	15%	-1%	-13
CCN(Cc1ccccc1)S(=O)(=O)c1ccc2c(c1)CCCN2C(C)=O	4%	-6%	20%	4%[57.1 µM]	-5%	-1%	20%[57.1 µM]	5%	-4
CC(=O)Nc1nc(CCN2C(=O)c3ccccc3C2=O)cs1	-14%	0%	-12%	3%[57.1 µM]	-4%	2%	15%[57.1 µM]	3%	-3
O=C(C1=C(O)C(=O)N(CCN2CCOCC2)C1c1cccc(O)c1)c1cc2ccccc2o1 (stereo unspecified)	-6%	-8%	-31%	-3%	-2%	-1%	50µM*	2%	9
COc1cc(/C=N\NC(=O)CC(=O)NCCc2ccccc2)ccc1O	-6%	0%	-37%	-19%[57.1 µM]	-4%	-1%	20%[57.1 µM]	6%	-2
Cc1ccc(N(C)S(=O)(=O)c2cccc(C(=O)OCC(=O)c3c(N)n(C)c(=O)n(C)c3=O)c2)cc1	-10%	-7%	10%	-7%[2.29 µM]	-6%	6%	-11%[2.29 µM]	-10%	0
CCOC(=O)N1CCN(CCC(=O)c2ccc(Br)cc2)CC1	-16%	-9%	?	11%[57.1 µM]	-14%	6%	1µM*	0%	-4
CCOCc1nc(N)[nH]c(=O)c1Cc1ccc(OC(C)C)cc1	-8%	-1%	-18%	-5%	-6%	6%	-3%	-3%	-7
COc1cc(C(=O)Nc2c(C)cc(C)cc2C)c(Br)c(OC)c1OC	1%	0%	-10%	10%[57.1 µM]	1%	-15%	19%[57.1 µM]	3%	-3
COc1ccsc1C(=O)NCCN1CCOCC1	-21%	0%	27%	6%	0%	-1%	35%	-8%	0
Cc1ccc(NC(=O)Cn2c(=O)n(CCC(=O)NCc3ccccc3Cl)c(=O)c3ccccc32)c(C)c1	-7%	1%	10%	1%	0%	-7%	14%	16%	-8
Cc1ccc(C(=O)NC2CCC(C)CC2)s1 (stereo unspecified)	-7%	-1%	11%	-3%	-7%	2%	-5%	4%	-9
Cc1ccn2c(c1)nc(=S)n2C(=O)c1ccccc1	-21%	-8%	-20%	2%[11.4 µM]	-12%	0%	8%[11.4 µM]	2%	-1
Cn1ccc(O)c(C#N)c1=O	-1%	-2%	13%	-1%	-2%&-2%	0%	9%	4%	-5
O=C(CCN1N=C(c2ccccc2)CCC1=O)NCCc1ccc(Cl)cc1	10%	3%	-4%	-2%[57.1 µM]	-1%	2%	16%[57.1 µM]	7%	-3
Cc1cc(NC(=O)CN2C(=O)NC(C)(c3ccc(Cl)cc3Cl)C2=O)no1 (stereo unspecified)	-17%	2%	11%	1%	-3%	-8%	6%	-1%	-9
Cc1cccc(N2C(=O)CC(N3CCN(c4ccc(Cl)cc4)CC3)C2=O)c1 (stereo unspecified)	-16%	5%	-8%	-11%	0%	3%	5%	0%	-3
O=C(CCCSc1nc2ccccc2[nH]1)N1CCN(c2ccc([N+](=O)[O-])cc2)CC1	-17%	1%	-49%	9%[57.1 µM]	-3%	3%	25%[57.1 µM]	10%	-8

Molecules from the list above with a Cl atom:
SMILES	USP1-UAF1 inh	Vif-A3G inh	RGS4 inhibitor	TrxR1 substrate	GRP78 ERSR act	Vif-A3F inh	rTrxR1 inhibitor	mIDH1 inhibitor	LDHA block
CC1Sc2ccc(C(=O)NCc3ccccc3Cl)cc2NC1=O (stereo unspecified)	-7%	-3%	6%	0%	-1%	0%	8%	0%	-3
Cc1ccc(NC(=O)Cn2c(=O)n(CCC(=O)NCc3ccccc3Cl)c(=O)c3ccccc32)c(C)c1	-7%	1%	10%	1%	0%	-7%	14%	16%	-8
O=C(CCN1N=C(c2ccccc2)CCC1=O)NCCc1ccc(Cl)cc1	10%	3%	-4%	-2%[57.1 µM]	-1%	2%	16%[57.1 µM]	7%	-3
Cc1cc(NC(=O)CN2C(=O)NC(C)(c3ccc(Cl)cc3Cl)C2=O)no1 (stereo unspecified)	-17%	2%	11%	1%	-3%	-8%	6%	-1%	-9
Cc1cccc(N2C(=O)CC(N3CCN(c4ccc(Cl)cc4)CC3)C2=O)c1 (stereo unspecified)	-16%	5%	-8%	-11%	0%	3%	5%	0%	-3

Other results follow.
SMILES	USP1-UAF1 inh	Vif-A3G inh	RGS4 inhibitor	TrxR1 substrate	GRP78 ERSR act	Vif-A3F inh	rTrxR1 inhibitor	mIDH1 inhibitor	LDHA block
O=C(NC1CCCCC1)c1cccc(NC(=O)c2ccccc2Cl)c1	-7%	-2%	.	.	-2%	1%	.	-4%	0
O=C(Cn1cc([N+](=O)[O-])ccc1=O)N1CCc2ccccc21	-2%	0%	44%	3%[57.1 µM]	-4%	?	3%[57.1 µM]	-4%	-1
Cc1cc(C(=O)N2CCc3ccccc32)c2ccccc2n1	0%	1%	0%	0%	-4%	9%	3%	-9%	-1
CCCOP(=O)(c1ccc(N(C)C)cc1)C(O)c1ccncc1 (stereo unspecified)	-13%	-2%	-1%	-6%	-2%	-4%	-15%	2%	-1
O=C(CSc1nc(=O)[nH]c2c1CCC2)NCc1ccccc1	?	0%	9%	-3%[57.1 µM]	0%	1%	-2%[57.1 µM]	1%	-4
CCOC(=O)CSC1=N/C(=C\c2cccnc2)C(=O)N1c1ccc(OC)cc1	-15%	0%	-19%	22%	-2%	-10%	-11%	3%	-6
CN(C)N=Nc1nc2c([nH]1)c(=O)n(C)c(=O)n2C	-3%	-3%	-43%	-22%[11.4 µM]	1%	-1%	21%[11.4 µM]	9%	2
O=C(Nc1ccc(S(=O)(=O)Nc2ncccn2)cc1)C1COc2ccccc2O1 (stereo unspecified)	-15%	-9%	3%	4%	-4%	9%	20%	-8%	-5
CCN1C(=O)N(S(=O)(=O)c2ccc(C)cc2)[C@@H](c2ccccc2)C(C(=O)OC)=C1C	?	-35%	-13%	-6%	-1%	-1%	-5%	-3%[38.3 µM]	2
COC(=O)C1Cc2c([nH]c3ccccc23)C2(CCN(Cc3ccccc3)CC2)N1 (stereo unspecified)	-7%	5%	21%	-7%	-2%	13%	-2%	-1%	8
CCCN1C(=O)C2(C(C(=O)c3ccc(C)o3)=C(O)C(=O)N2CCCOC)c2ccccc21 (stereo unspecified)	-19%	0%	2%	0%[57.1 µM]	-4%	-14%	1%[57.1 µM]	8%	0
Cc1c(C(=O)NN2CCOCC2)oc2ccccc12	-20%	-9%	4%	2%	1%	-1%	7%	-5%	-1
COc1cc(OC)c(C(=O)NCc2ccco2)cc1OC	-17%	0%	-20%	6%	-1%	9%	?	2%	1
CCOC(=O)C(C)N1C(=O)S/C(=C/c2ccc3c(c2)n(C)c(=O)n3C)C1=O (stereo unspecified)	-6%	0%	4%	-7%	0%	-2%	-7%	1%	-2
CCOc1ccccc1OCC(=O)OCC(=O)c1c(N)n(CC(C)C)c(=O)n(C)c1=O	-21%	-2%	-1%	-3%	-3%	6%	16%	0%	1

Profiles as entered above.
Record of CCOC(=O)N1CCN(CCC(=O)c2ccc(Br)cc2)CC1 = USP1-UAF1 inh = -16%; Vif-A3G inh = -9%; RGS4 inhibitor = ?; TrxR1 substrate = 11%[57.1 µM]; GRP78 ERSR act = -14%; Vif-A3F inh = 6%; rTrxR1 inhibitor = 1µM*; mIDH1 inhibitor = 0%; LDHA block = -4
Record of COc1ccsc1C(=O)NCCN1CCOCC1 = USP1-UAF1 inh = -21%; Vif-A3G inh = 0%; RGS4 inhibitor = 27%; TrxR1 substrate = 6%; GRP78 ERSR act = 0%; Vif-A3F inh = -1%; rTrxR1 inhibitor = 35%; mIDH1 inhibitor = -8%; LDHA block = 0
Record of CCN(Cc1ccccc1)S(=O)(=O)c1ccc2c(c1)CCCN2C(C)=O = USP1-UAF1 inh = 4%; Vif-A3G inh = -6%; RGS4 inhibitor = 20%; TrxR1 substrate = 4%[57.1 µM]; GRP78 ERSR act = -5%; Vif-A3F inh = -1%; rTrxR1 inhibitor = 20%[57.1 µM]; mIDH1 inhibitor = 5%; LDHA block = -4

Screening results: PubChem BioAssay, National Center for Advancing Translational Sciences (NCATS)
